Screening data from PubChem.
SSB-PriA inh – inhibitors of Klebsiella pneumoniae PriA binding to SSB C-terminal tail, primary screen, biochemical, AlphaScreen | PriA–SSB C-terminal tail interaction (Klebsiella pneumoniae) | inhibition, % at 33 µM | AlphaScreen SSBct-PriA binding, biotinylated peptide | hit rate 0.6% among 430,000; in the data active = inhibition mostly above about 37%, no sharp cut-off; inactive = mostly below about 20%;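 also: plate controls were negative control peptide for no effect and reference peptide for full effect; strong numbers were not always called active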
* hit, by the source's call; & = joins results of further samples. This is a subset (hit frequency here may not be typical).

SMILES	SSB-PriA inh
Clc1ccc(Cl)c(-c2ccc(/C=C/c3nc4ccccc4s3)o2)c1	1
CCCCOc1ccccc1-c1cc2c(=O)n(Cc3c(C)noc3C)ccn2n1	-9
O=C(N1C2C=CCC1CC2)C1(c2ccccc2)CCOCC1 (stereo unspecified)	-11
Cc1ccccc1NC(=O)NCC(c1ccc2c(c1)CCO2)N(C)C (stereo unspecified)	-17
S=c1[nH]ccn1Cc1ccco1	7
CC(=NNC(=O)NC12CC3CC(CC(C3)C1)C2)c1ccccc1	-32
CCOc1cc(C(=O)NCC(=O)N/N=C\c2c[nH]c3ccccc23)cc(OCC)c1OCC	0
Cc1nc2scc(-c3cccc(NC(=O)COc4ccc(F)cc4F)c3)n2c(=O)c1C	3
CC(=O)Nc1ccccc1NC(=O)CC(C)=NNC(=O)Cc1cccc2ccccc12	-5
O=C(Nc1c(F)cccc1F)N1CCC(c2ccc3c(c2)OCO3)C1 (stereo unspecified)	3
COc1ccc(NC(=O)COc2ccc(C=NNC(=O)c3cccnc3)cc2OC)cc1	-7
Cc1cc(NC(=O)c2nc3ccccc3s2)on1	8
Nc1ccc(Br)cc1F	-19
O=C(Cn1cccn1)NCCc1ccncc1	-12
O=C(O)c1cc(-c2ccc(OC(F)F)cc2)nc2ccccc12	1&6
COc1ccc(-c2ccc(N3CCC(C(=O)N4CCc5ccccc5C4)CC3)nn2)cc1	-14&4
O=C1[C@@H](O)CCN1CC(F)(F)F	-16
Cc1ccc(N2CC(c3nc(-c4ccccc4C)no3)CC2=O)cc1 (stereo unspecified)	-27
CN(C)c1ccc(CCCNC(=O)C23CC4CC(CC(C4)C2)C3)cc1	-10
Cc1ccc2nc(-n3nc4ccccc4n3)nc(-c3ccccc3)c2c1	-2
CC(=O)Nc1ccc(SCCCC(=O)Nc2ccc(S(N)(=O)=O)cc2)nn1	-6
O=C(CCc1csc(NC(=O)Nc2cccc(Cl)c2)n1)NCc1ccccn1	-2
Cn1cccc1[C@@H](O)CCNC(=O)c1ccccc1Br	7
O=S(=O)(NCc1nnnn1C1CCCCC1)c1ccc2c(c1)OCCO2	-6
COc1ccc(C(=O)NCc2cc(-c3ccc(C)cc3)on2)c(OC)c1	-12
O=C(Cc1ccccc1)N1CCN(CCn2ccnc2)CC1	-4
CC1(C)Oc2ccc3ccc(=O)oc3c2C(=CN)C1=O	-4
COc1cccc(/C=C2\Oc3c(ccc4c3CN(C3CC3)CO4)C2=O)c1OC	-11
COc1ccc2ncc(S(=O)(=O)c3ccc(Cl)cc3)c(NCc3ccccc3)c2c1	-11
Cn1nc2c(c1NC(=O)c1ccc(S(=O)(=O)N3CCCC3)cc1)CCC2	-12
N#C/C(=C\Nc1cccc(Cl)c1)c1nc(-c2ccc3c(c2)OCO3)cs1	-4
COc1cccc(OC[C@@H](O)CN2CCOCC2)c1	-4
COc1ccc2nc(-c3ccc(Cl)c(NC(=O)C(C)(C)C)c3)cn2n1	-16&-12
COC(=O)c1ccc(S(=O)(=O)NC2CCCC(OC(=O)Nc3ccccc3)C2)cc1 (stereo unspecified)	11
CCCCc1n[nH]c2c1C(=NO)CC(C)(C)C2	-17
Cc1nc(-c2ccccc2NC(=O)NCCc2ccccc2)cs1	-12
Cc1ccc(C(=O)NCC(=O)N/N=C\c2c[nH]c3ccccc23)cc1[N+](=O)[O-]	2
O=C1CCCC(=NNC(=O)C2CCN(S(=O)(=O)c3cccs3)CC2)C1	0
O=C(c1ccoc1)N1CCc2oncc2C1	-11
COc1ccc(OC)c2[nH]c(C(=O)NN=Cc3ccccc3O)cc12	4
CC(C)(C)c1ccc(C(=O)Nc2nnc(-c3ccc(Cl)cc3)s2)cc1	-16
CCOC(=O)c1sc(N=Nc2c(C)nn(-c3ccccc3)c2N)c(C(=O)OCC)c1C	22
CCOC(=O)C1C(=O)C=C(c2ccc(OC)c(OC)c2)CC1c1ccc(F)c(Cl)c1 (stereo unspecified)	-6
O=S(=O)(NCC1(Sc2ccccc2)CCOCC1)c1ccccc1F	-12
Cc1ccc2c(c1)N(C)C(=O)c1cc(NC(=O)c3cc(C4CC4)on3)ccc1O2	9
O=C(O)Cc1csc2nc(-c3ccc(Cl)cc3)cn12	-2
Cc1ccc(Oc2ccc(C(=O)Nc3ccc(Nc4cc(N5CCOCC5)nc(C)n4)cc3)cc2)nn1	-1
O=C(c1cc(-c2ccccc2)on1)N1CC(Oc2nc3c(F)cccc3s2)C1	-3
Cc1cc(C(=O)NCC(c2ccco2)N2CCOCC2)c(C)o1 (stereo unspecified)	1
Cc1cc(C)c2sc(NC(=O)CN(C)S(C)(=O)=O)nc2c1	0
CCC(C)c1ccccc1OCC(O)CN1CCN(Cc2ccc3c(c2)OCO3)CC1 (stereo unspecified)	12
O=C(CCCn1nc(-c2cccnc2)ccc1=O)NCc1cccs1	-6
CCN1CCN(C(c2cccs2)C(C)NC(=O)c2ccc(C(C)(C)C)cc2)CC1 (stereo unspecified)	-14
CSc1ccccc1C(=O)N1CCC(Oc2ccc(C(F)(F)F)cn2)CC1	0
Cc1ccc(NC(=O)Cc2cc(=O)[nH]c(SCc3cccc(Cl)c3)n2)cc1F	-1
CC(C)(C)NC(=O)CSc1nnc(CNC(=O)c2ccc(F)cc2)o1	-11
Cc1ccc(/C=C\S(=O)(=O)N2CCN(c3ccc(-c4ccc(F)cc4)nn3)CC2)cc1	-12
COc1ccc(N(C(C)C(=O)NN=Cc2ccc(OC)c(OC)c2)S(C)(=O)=O)cc1 (stereo unspecified)	-13
COc1ccc(C[C@](C)(O)CNC(=O)c2cn(C)nn2)cc1	-1
COc1cc(S(=O)(=O)Nc2cccnc2)c(C)cc1Br	4

The list goes on:
SMILES	SSB-PriA inh
O=[N+]([O-])c1ccc(Cl)c(-c2ccc(C=Nn3cnnc3)o2)c1	4
CCOC(=O)Cn1c2nc3ccccc3nc2c2cccc(C)c21	-52
O=C(NCc1cccc(Oc2ccccn2)c1)C1CC1	1
O=C(NC[C@@H](c1ccsc1)N1CCOCC1)C(=O)Nc1cc(F)ccc1F	7
COC1(CNC(=O)C2CCN(S(C)(=O)=O)CC2)CCSC1 (stereo unspecified)	-5
CC(CNC(=O)CC(C)(C)CC1=NS(=O)(=O)c2ccccc2N1)CSc1ccc(Cl)cc1 (stereo unspecified)	-1&9
CC(Cn1nc([N+](=O)[O-])cc1C)=NNC(=O)c1ccc(O)cc1O	-8
CCOc1ccccc1-n1nnc(C(=O)NC[C@H]2CCCO2)c1C	-6
CC1CC(NC(=O)CN2C(=O)c3ccccc3S2(=O)=O)CC(C)(C)C1 (stereo unspecified)	7
Cc1ccc(C(O)=C2C(=O)C(=O)N(CCN3CCOCC3)C2c2ccccn2)cc1 (stereo unspecified)	-24
CN(C)S(=O)(=O)N1CCC(S(=O)(=O)c2nncn2C)CC1	-14
O=S(=O)(Nc1nc2c(Cl)cccc2s1)c1ccc(Cl)cc1	-1
O=C(NCc1ccc(C(=O)c2ccco2)s1)c1ccc2nsnc2c1	-11
O=C(CN1C(=O)CCC1=O)N1CCC(c2cccs2)CC1	-12
COc1ccc([C@@H]2SCCN2S(=O)(=O)c2ccc3ccccc3c2)cc1Br	-6
N#Cc1c(Nc2ccccc2)c(C=NN=Cc2ccccc2)c[nH]c1=O	-12
O=C(Cc1ccc(F)cc1)Nc1ccc2c(c1)CN(C(=O)c1ccccc1)CC2	4
O=C(COc1ccccc1F)N1CCN(Cc2nc3ccccc3[nH]2)CC1	3
O=C(NN=Cc1ccc(F)cc1)c1ccccc1	-7
C[C@](O)(CNC(=O)C(=O)NC1CCCC1)c1cc2ccccc2s1	-2
Cc1ccc(SCC(=O)N2CC(=O)Nc3ccccc32)cc1	-11
CC(=NNS(=O)(=O)c1ccc(Cl)cc1)c1ccc2c(c1)OCO2	-11
CSc1cccc(N2CC(c3nc4ccccc4n3CCN3CCOCC3)CC2=O)c1 (stereo unspecified)	3
O=C(CC(c1ccccc1)c1ccccc1)N1CCN(Cc2nc(C3CC3)cs2)CC1	15
CCOC(=O)C(=O)NCc1n[nH]c(=O)c2ccccc12	-4
CC(c1ccccc1)N1C(=O)NC(NC(=O)c2ccncc2)(C(F)(F)F)C1=O (stereo unspecified)	36
O=C(CCSc1ccccc1)Nc1cnoc1	6
N#Cc1ccc(Cl)cc1NC(=O)C(=O)NCC(c1cccc2ccccc12)N1CCCC1 (stereo unspecified)	14
Cc1[nH]c(=O)[nH]c(=O)c1CCc1nnc(SCc2nc3ccccc3[nH]2)o1	-13
CC1=C(C(=O)Nc2ccccc2)C(c2ccc(C)o2)n2c(sc(=Cc3ccccc3)c2=O)=N1 (stereo unspecified)	-8
COCCN(Cc1ccsc1)C(=O)c1cc(C(F)(F)F)cc(C(F)(F)F)c1	-22
Cn1nc(C(=O)Nc2ccn3nccc3c2)ccc1=O	-22
O=C(Nc1nc(-c2cc(Cl)sc2Cl)cs1)c1ccc2c(c1)OCCO2	-3
O=C(N=Nc1c(O)[nH]c2ccc(Br)cc12)c1cc(-c2cccc([N+](=O)[O-])c2)n[nH]1	-3
Cc1cc(NC(=O)c2ccc(S(=O)(=O)N3CCCCC3)cc2)n(C(C)C)n1	-18
COc1ccc(C=NN=C2SCC(=O)N2c2c(C)n(C)n(-c3ccccc3)c2=O)cc1OC	0
Cc1cc(C)n(-c2cc(NCCNC(=O)COc3ccccc3)nc(C)n2)n1	-7
O=S(=O)(c1ccccc1)N1CCOC12CCNCC2	19
O=C(NC1CC(=O)N(c2ccc3c(c2)OCCO3)C1)N1CCC2(CC1)OCCO2 (stereo unspecified)	-14
Cc1oc(-c2ccc(Cl)cc2)cc1C(=O)NC1CCCCC1	-27
CNC(=O)Cn1c(-c2nnco2)cc2ccccc21	21
Cc1ccc(C#N)c(SCc2ccc(CSc3nc(C)ccc3C#N)cc2)n1	-16
Cc1cc(C(=O)NN=Cc2c(C)n(C)c3ccccc23)n[nH]1	1
COC(=O)C1=NC=CN2CCS(=O)(=O)N=C12	11
CC(=O)c1sc(NC(=O)C2CCCN(S(C)(=O)=O)C2)nc1-c1ccccc1 (stereo unspecified)	-5
Oc1ccc(Cl)cc1C=Nc1ccc(O)c(-c2nc3ccccc3s2)c1	-14
O=C(NCCOc1ccc(-c2ccc(F)cc2)nn1)c1ccc(S(=O)(=O)N2CCCCC2)cc1	-10
C=CCOc1ccc(C(O)=C2C(=O)C(=O)N(CCCN3CCOCC3)C2c2ccc(OC)cc2)cc1 (stereo unspecified)	1
Cc1cccn2c(C=NOCc3ccc(F)cc3)c(-c3ccc(Cl)cc3)nc12	-20
CCOc1ccc2nc(NCc3ccccn3)sc2c1	-8&0
Cc1ccc2nc(-c3ccc(NC(=O)Nc4cccc(Cl)c4)cc3)sc2c1	-13
COc1cccc2c1O[C@@H](C)C(=O)N(c1cccc(C(F)(F)F)c1)C2	-4
O=C(O)C1CCCN(c2cnc3ccccc3n2)C1 (stereo unspecified)	-19
CC1CN(C(=O)CC2CSc3nc4c(cnn4-c4ccccc4)c(=O)n32)CC(C)O1 (stereo unspecified)	0
Cn1nccc1-c1nnc(NC(=O)C2COc3ccccc3O2)o1 (stereo unspecified)	50
Cc1ccc(C(=O)C(C)Sc2nc3ccccc3o2)cc1 (stereo unspecified)	-15
Cc1cc(Cl)ccc1OCCCC(=O)N/N=C\c1cccc([N+](=O)[O-])c1	-2
O=C(c1c[nH]c2ccccc12)N1CC(S(=O)(=O)C2CCCCC2)C1	-8
N=C(N)SCCCCC(=O)O	11
O=C1CCSCC(C(=O)NCc2ccccn2)N1 (stereo unspecified)	-9

(list continues)
SMILES	SSB-PriA inh
O=C(NCc1cccs1)C(=O)NC[C@H](O)C1CCCCC1	-3
Cc1ccc2[nH]c3c(=O)n(CC(=O)N4CCN(c5cccc(C(F)(F)F)c5)CC4)cnc3c2c1	-8
N#Cc1c(N)nc(SCC(=O)c2cc3ccccc3oc2=O)c(C#N)c1-c1cccs1	13
O=C(Cc1ccc(Cl)cc1)Nc1ccc(SCC(=O)N2CCCC2)nn1	-17
CC(C)(C)CC(=O)NC[C@@H](c1ccco1)N1CCc2ccccc21	2
CCc1ccc(-c2ccc(C(=O)Oc3ccc4cc(Br)ccc4c3)cc2)nc1	11
CCOC(=O)C(=NO)C(C)=NNC(=O)C(=O)Nc1cc(Cl)ccc1Cl	-20

A draw from above in order of heavy-atom count, largest number first:
SMILES	SSB-PriA inh
C=CCOc1ccc(C(O)=C2C(=O)C(=O)N(CCCN3CCOCC3)C2c2ccc(OC)cc2)cc1 (stereo unspecified)	1
Cc1ccc2[nH]c3c(=O)n(CC(=O)N4CCN(c5cccc(C(F)(F)F)c5)CC4)cnc3c2c1	-8
N#Cc1c(N)nc(SCC(=O)c2cc3ccccc3oc2=O)c(C#N)c1-c1cccs1	13
CC1CN(C(=O)CC2CSc3nc4c(cnn4-c4ccccc4)c(=O)n32)CC(C)O1 (stereo unspecified)	0
Cc1cccn2c(C=NOCc3ccc(F)cc3)c(-c3ccc(Cl)cc3)nc12	-20
Cc1ccc2nc(-c3ccc(NC(=O)Nc4cccc(Cl)c4)cc3)sc2c1	-13
O=C(Cc1ccc(Cl)cc1)Nc1ccc(SCC(=O)N2CCCC2)nn1	-17
CCOC(=O)C(=NO)C(C)=NNC(=O)C(=O)Nc1cc(Cl)ccc1Cl	-20
CC(C)(C)CC(=O)NC[C@@H](c1ccco1)N1CCc2ccccc21	2
Cc1ccc(C(=O)C(C)Sc2nc3ccccc3o2)cc1 (stereo unspecified)	-15
CCOc1ccc2nc(NCc3ccccn3)sc2c1	-8&0
O=C(O)C1CCCN(c2cnc3ccccc3n2)C1 (stereo unspecified)	-19
O=C1CCSCC(C(=O)NCc2ccccn2)N1 (stereo unspecified)	-9
N=C(N)SCCCCC(=O)O	11
